From PubChem
TcdB GH inh – inhibitors of Clostridioides difficile toxin B glycohydrolase; P18177; TcdB glycohydrolase enzymatic assay, plate reader; inhibition, % at 9.99 µM; hit rate 0.24% among 350,000; in the data active means inhibition above about 10%
Target sequence (P18177 whole entry, looked up): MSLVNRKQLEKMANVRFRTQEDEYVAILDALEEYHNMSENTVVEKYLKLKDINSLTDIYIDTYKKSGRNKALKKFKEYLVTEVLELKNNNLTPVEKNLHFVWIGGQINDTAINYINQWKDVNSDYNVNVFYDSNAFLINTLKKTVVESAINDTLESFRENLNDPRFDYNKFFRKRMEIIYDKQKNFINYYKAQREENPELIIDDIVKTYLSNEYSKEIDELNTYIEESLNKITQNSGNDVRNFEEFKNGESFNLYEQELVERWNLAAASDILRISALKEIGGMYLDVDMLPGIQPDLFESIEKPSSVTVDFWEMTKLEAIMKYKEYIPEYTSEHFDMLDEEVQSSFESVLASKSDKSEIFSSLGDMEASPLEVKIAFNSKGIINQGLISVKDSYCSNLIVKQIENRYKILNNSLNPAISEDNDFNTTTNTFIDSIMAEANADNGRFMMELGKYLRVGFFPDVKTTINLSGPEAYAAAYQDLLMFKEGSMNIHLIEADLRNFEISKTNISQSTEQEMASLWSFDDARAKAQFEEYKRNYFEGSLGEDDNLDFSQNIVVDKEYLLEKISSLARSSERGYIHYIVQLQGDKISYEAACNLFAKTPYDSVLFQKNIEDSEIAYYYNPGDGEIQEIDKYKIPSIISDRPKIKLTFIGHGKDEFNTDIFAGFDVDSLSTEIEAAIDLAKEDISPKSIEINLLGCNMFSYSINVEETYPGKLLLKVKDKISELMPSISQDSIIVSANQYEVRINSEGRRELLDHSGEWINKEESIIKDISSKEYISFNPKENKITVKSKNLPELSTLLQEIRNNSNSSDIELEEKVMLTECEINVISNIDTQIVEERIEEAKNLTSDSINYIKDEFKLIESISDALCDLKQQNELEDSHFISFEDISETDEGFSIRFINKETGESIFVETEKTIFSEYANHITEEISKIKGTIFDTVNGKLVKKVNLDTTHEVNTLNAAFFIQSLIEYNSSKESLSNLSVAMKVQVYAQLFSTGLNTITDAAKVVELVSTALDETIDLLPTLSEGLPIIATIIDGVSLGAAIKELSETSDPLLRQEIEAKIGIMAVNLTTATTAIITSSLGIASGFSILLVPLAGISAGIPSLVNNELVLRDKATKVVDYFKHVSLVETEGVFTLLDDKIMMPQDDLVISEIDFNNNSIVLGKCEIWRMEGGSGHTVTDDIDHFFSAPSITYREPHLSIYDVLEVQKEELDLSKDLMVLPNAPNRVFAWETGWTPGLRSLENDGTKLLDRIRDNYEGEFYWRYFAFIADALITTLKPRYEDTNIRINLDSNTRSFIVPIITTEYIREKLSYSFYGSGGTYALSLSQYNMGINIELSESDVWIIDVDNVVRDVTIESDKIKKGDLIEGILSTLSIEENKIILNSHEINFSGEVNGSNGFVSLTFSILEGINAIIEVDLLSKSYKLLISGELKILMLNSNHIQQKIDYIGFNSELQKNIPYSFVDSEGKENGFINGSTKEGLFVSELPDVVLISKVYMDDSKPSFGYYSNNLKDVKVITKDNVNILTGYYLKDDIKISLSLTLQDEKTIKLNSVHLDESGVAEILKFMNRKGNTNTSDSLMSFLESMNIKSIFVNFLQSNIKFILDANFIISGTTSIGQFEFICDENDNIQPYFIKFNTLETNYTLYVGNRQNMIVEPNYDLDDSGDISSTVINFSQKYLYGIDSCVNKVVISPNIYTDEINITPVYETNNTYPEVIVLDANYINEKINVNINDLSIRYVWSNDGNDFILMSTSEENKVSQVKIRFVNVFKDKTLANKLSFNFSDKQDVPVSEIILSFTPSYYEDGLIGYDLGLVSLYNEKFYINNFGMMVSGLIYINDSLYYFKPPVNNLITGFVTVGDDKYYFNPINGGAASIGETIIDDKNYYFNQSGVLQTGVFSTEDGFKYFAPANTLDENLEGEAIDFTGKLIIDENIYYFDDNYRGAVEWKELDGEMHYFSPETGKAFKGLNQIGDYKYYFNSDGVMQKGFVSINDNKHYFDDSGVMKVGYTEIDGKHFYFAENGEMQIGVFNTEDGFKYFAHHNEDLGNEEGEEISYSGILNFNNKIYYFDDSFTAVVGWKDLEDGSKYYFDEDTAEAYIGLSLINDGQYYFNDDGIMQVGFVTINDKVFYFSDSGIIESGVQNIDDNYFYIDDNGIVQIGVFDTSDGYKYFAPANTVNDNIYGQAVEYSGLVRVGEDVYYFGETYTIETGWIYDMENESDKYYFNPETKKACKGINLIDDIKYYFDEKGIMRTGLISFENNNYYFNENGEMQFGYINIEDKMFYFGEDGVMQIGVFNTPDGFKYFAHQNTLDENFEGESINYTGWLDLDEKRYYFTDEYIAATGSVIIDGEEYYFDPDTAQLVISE
BoNT-A LC inh2 – BoNT A light chain protease inhibition | multiplex microsphere protease substrate cleavage, flow cytometry | inhibition, % at 10 µM | hit rate 0.17% among 360,000; further: plate controls were buffer without enzyme for full effect and enzyme alone for no effect
PfHsp40 yeast – restores yeast growth despite PfHsp40 toxicity | S. cerevisiae expressing PfHsp40, growth rescue, ATP luminescence | growth rescue, % at 12.5 µM | hit rate 0.68% among 340,000 | AID 504582; in the data active means growth rescue above about 28%, passing the limit was not always enough; inconclusive means no clear call, values can overlap the other calls;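 further: yeast W303a lacking pdr1 and pdr3 grown in galactose medium; growth measured after three days at 30 °C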
BoNT-F LC inh – inhibitors of Botulinum neurotoxin F light chain protease; AID 588497; inhibition, % at 10 µM; Multiplex microsphere protease cleavage assay, flow cytometry; hit rate 0.22% among 360,000; in the data active means inhibition above about 35%, passing the limit was not always enough; inconclusive means no clear call, values can overlap the other calls; further: plate controls were buffer without enzyme for full effect and enzyme alone for no effect
CCHF vOTU inh – CCHFV vOTU protease inhibition. inhibition, % at 11.5 µM. Pep-AMC fluorescence. hit rate 0.55% among 370,000; in the data active means inhibition above about 30%; further: 0% = vehicle wells with enzyme and 100% = no enzyme wells
Anthrax LF prot – blocks Bacillus anthracis lethal factor protease; P15917; hit rate 0.12% among 360,000; multiplex microsphere protease cleavage assay, LF; inhibition, % at 10 µM; further: plate controls were buffer without enzyme for full effect and enzyme alone for no effect
FadD28 binding – M. tuberculosis FadD28 bisubstrate binding inhibition | AID 588549 | hit rate 0.22% among 360,000 | FadD28 bisubstrate probe binding, fluorescence polarization | inhibition, % at 12.5 µM; in the data active means inhibition above about 8.5%, passing the limit was not always enough; inconclusive means no clear call, values can overlap the other calls
Y pestis TopoI – inhibitors of Yersinia pestis topoisomerase I; Y. pestis Topo-I cleavage product accumulation, plate reader; activity, % at 10 µM; hit rate 0.064% among 360,000; in the data active means activity above about 50%, passing the limit was not always enough; inconclusive means no clear call, values can overlap the other calls; further: inactives centre near 2
PrPC surface inh – cell surface PrPC inhibition, primary TR-FRET screen. P04156. TR-FRET read-out. inhibition, % at 13.8 µM. hit rate 0.43% among 370,000. AID 720596; in the data active means inhibition above about 24%; further: 0% = median of the test wells and 100% = reference compound wells
The depositor's hits bear a star; ? = inconclusive; · = not tested or not shown; & = joins results of further samples. Unless noted, no stated cut-off is given here; in the data, active means inhibition above about 30%; inconclusive means no clear call, values can overlap the other calls; inactive means below that. This is a random part of the collection. Share with any hit: about 2.3%.

SMILES	TcdB GH inh	BoNT-A LC inh2	PfHsp40 yeast	BoNT-F LC inh	CCHF vOTU inh	Anthrax LF prot	FadD28 binding	Y pestis TopoI	PrPC surface inh
NS(=O)(=O)c1ccc(CCNCc2cccnc2)cc1	1.0	0.6	-0.7	-4	-15	2	-1.6	1	3
COc1ccc(-c2[nH]ncc2N=Nc2cc(C)cc(C)c2)cc1	0.9	0.6	0.3	-4	-2	-8	-1.3	5	1
N#CC1(NC(=O)Cn2ncc(Cl)c(Cl)c2=O)CCCCC1	1.4	2.9	0.8	-3	-6	-1	-1.2	0	-9
CC(C)C[C@@H](C(=O)NC1CC1)N1C(=O)N2CCc3c([nH]c4ccccc34)[C@@]2(C)C1=O	0.4	-0.8	0.8	-16	7	-6	-1.6	14	-4
Cc1ccc(S(=O)(=O)NC(CC(=O)O)c2ccccc2)cc1 (stereo not given)	·	-0.8	-0.4	-19	1	0	-0.6	-2	-1
C=CCn1cccc(C(=O)Nc2cc(OC)ccc2OC)c1=O	0.7	-0.6	0.1	-6	7	-2	-0.2	0	-4
Cc1ccc(NC(=O)c2cc(-c3cccc(O)c3)on2)cc1C	2.9	-0.4	-0.4	-6	8	-5	-3.6	-14	10
N#CC1(c2ccccc2)CCN(C2CC(=O)N(c3ccc4c(c3)OCO4)C2=O)CC1 (stereo not given)	0.6	0.5	1.5	-3	-6	1	-1.1	5	12
CCNC(=S)NNC(=O)c1ccccc1OC(F)F	·	0.4	-1.7	-9	2	-3	-1.8	-2	2
N#Cc1ccc(C2=CC(=O)C[C@H](c3ccc4c(c3)OCO4)C2)cc1	1.1	0.0	1.9	-1	-4	-7	-4.2	4	-7
CN(CC(CC(=O)O)c1ccccc1)S(=O)(=O)c1ccc(Br)cc1 (stereo not given)	2.5	0.7	-1.2	-2	2	2	-0.1	-2	-5
CCN(CC)C(=O)C(C(=O)c1cccc([N+](=O)[O-])c1)n1cc(Cl)ccc1=O (stereo not given)	-4.1	-0.1	-0.2	0	4	-8	-1.5	-15	-5
CSCCC(NC(=O)c1ccco1)C(=O)N1CCCC(C(F)(F)F)C1 (stereo not given)	2.9	1.5	1.2	1	8	0	·	0	4
C#CC(CCN1CCCCC1)(OC)c1ccccc1 (stereo not given)	0.3	3.0	1.2	16	-3	3	-0.6	1	2
CCOc1ccc2nc(NCCCNS(=O)(=O)c3ccc(F)cc3)c(C#N)cc2c1	-1.2	18	0.2	-6	·	11	-2.4	-2	·
C[C@H]1CN([C@@H](C)CO)S(=O)(=O)c2ccc(Br)cc2O[C@@H]1CN(C)Cc1cccc(F)c1	3.1&0.6	-0.4	·	-4	11	-9	-4.0	35	3
C/C(=N\Nc1ccc(C(F)(F)F)cc1[N+](=O)[O-])C(C)C	-0.7	-1.4	-1.5	-3	-1	0	-1.6	-5	-5
Nc1ncnc2c1ccn2[C@H]1CN(Cc2ccc3c(c2)OCO3)C[C@@H](CO)O1	0.0	0.2	·	-6	-3	-6	-3.2	1	4
Cc1ccc(S(=O)(=O)N2CCOC2CNC(=O)C(=O)NCc2ccccc2)cc1 (stereo not given)	-7.2	-2.5	0.2	3	9	0	-3.3	7	6
O=C(NCC1CCCO1)NC12CC3CC(CC(C3)C1)C2 (stereo not given)	·	-0.3	0.4	3	-5	-3	-3.7	-4	0
CCOc1ccc(C2OCCC(C)O2)cc1OC (stereo not given)	2.1	-0.3	-1.2	-6	13	-2	·	4	-11
CC(C)CN1CCN(Cc2ccc(CN3CCCCC3)s2)CC1CCO (stereo not given)	·	0.4	1.0	1	-1	-2	-2.7	-2	-2
Cc1ccc(-n2ncc3c(=O)n(CC(=O)N4CCN(c5ccccc5)CC4)cnc32)cc1	-0.1	-0.4	0.9	-2	-19	-4	-1.5	3	-4
O=S(=O)(c1ccc(-c2ccccc2)cc1)N1CCOCC1	·	0.8	0.0	11	5	1	-1.1	8	1
CC(NC(=O)C1CCN(C(=O)c2cccs2)CC1)c1ccc(S(N)(=O)=O)cc1 (stereo not given)	-5.2	0.5	0.5	4	1	4	-0.7	2	1
COc1cc(NC(=O)COC(=O)CNC(=O)c2cc(C)cc(C)c2)c(C)cc1[N+](=O)[O-]	·	-0.4	-0.1	0	6	-1	-3.0	3	-5
O=C(Nc1ccncc1)c1ccccc1Cl	3.0	-2.7	0.4	9	-17	2	-0.3	-3	11
O=C(N/N=C/c1ccc[nH]1)c1cccc([N+](=O)[O-])c1	·	-1.3	0.8	-4	1	0	0.0	6	-7
COC(=O)C1=C(N)Oc2cc(C)n(Cc3ccccc3)c(=O)c2C1c1ccccc1 (stereo not given)	·	-0.2	2.6	-4	1	4	1.8	8	-2
N#Cc1ccccc1Oc1ccccc1C=O	1.1	-0.3	1.8	2	6	-7	-0.1	5	1
CCCNC(=O)CSc1nc2ccc(OCC)cc2s1	0.4	-1.0	0.1	-9	7	-8	0.0	-8	-5
CCOc1ccc(NC(=O)CC2C(=O)N(c3ccc(OC)cc3)C(=O)N2CCc2cccs2)cc1 (stereo not given)	1.1	0.2	1.7	-2	15	2	-2.0	12	-3
CN(CC(=O)NCCCc1ccccc1)Cc1ccc(Br)cc1	1.9	1.4	1.5	-9	-7	0	-2.3	27	-5
COc1ccc(NC(=O)c2ccc(OC(F)F)cc2)cc1Cl	·	1.4	0.1	-14	11	1	-1.6	-12	3
O=C(Cc1cccs1)Nc1cccc(C(=O)Nc2ccco2)c1	·	-0.5	-0.1	0	18	0	-5.7	4	27*
CCN(C(=O)N(CC)c1ccccc1)c1ccccc1	0.4	-0.1	-1.9	-6	-3	-6	-2.0	1	10
COc1ccc(C(=O)NNC2=NS(=O)(=O)c3ccccc32)cc1OC	-0.5	1.4	-0.4	-1	9	-2	-0.8	3	7
O=C(CN1C(=O)S/C(=C\c2ccc(O)c([N+](=O)[O-])c2)C1=O)Nc1ccc(N2CCOCC2)cc1	0.8	1.8	-0.7	4	-5	1	-2.2	1	2
O=C(COc1ccc([N+](=O)[O-])cc1)Nc1cc(C(=O)O)cc(C(=O)O)c1	0.6	-0.4	1.6	-4	13	2	-2.0	-7	-3
CCOc1ccc(C2C(C(N)=O)=C(C)Nc3ncnn32)cc1OC (stereo not given)	1.3	-3.0	-0.9	8	-5	3	-1.0	14	5
COc1cc(C(CN)CC(=O)O)ccc1O (stereo not given)	0.6	0.0	0.1	-1	-13	-4	-0.2	15	5
CCOC(=O)N1CCC(Nc2ncnc3c2cnn3-c2ccccc2)CC1	·	?	2.0	-8	-3	0	0.6	3	-2
CN(/N=C/c1cccnc1)C1=NS(=O)(=O)c2ccccc21	0.9	0.2	-1.2	0	11	-3	-0.4	-3	9
Cc1ccccc1CS(=O)(=O)c1ccc(C(=O)N2CCC(C)CC2)cc1[N+](=O)[O-]	0.8	0.2	1.0	-6	3	3	-2.9	3	9
CCN(C[C@H]1N[C@@](CC)(C(=O)OC)[C@H]2C(=O)N(Cc3ccccc3)C(=O)[C@@H]12)S(=O)(=O)c1ccc(OC)cc1	1.1	0.1	-1.5	3	33*	8	-0.1	-12	-2
O=C(Nc1ccc(N2CCOCC2)cc1)c1nc2ccccc2s1	0.6	·	-1.6	·	-4	·	-1.7	-1	-4
CCOc1cc(NC(=O)c2ccccn2)c(OCC)cc1NC(=O)c1ccccc1	0.3	-0.5	1.3	-3	13	1	-0.2	6	3
COc1ccc(OC)c(C2C3=C(CCCC3=O)Nc3c2c(=O)n(C)c(=O)n3C)c1 (stereo not given)	·	-0.4	-0.8	6	-19	0	-0.6	-2	0
CCN(CC)C(=O)Nc1c(C)n(C)n(-c2ccccc2)c1=O	·	-0.4	-0.9	-4	12	1	-3.1	-1	-1
Cc1ccc(/C=C/c2ccc(=O)n(Cc3ccccc3Cl)n2)cc1	·	0.3	-0.4	-6	17	-2	-8.2	47	-5
O=C(c1ccc(Cl)cc1)N1CCC(=O)N(C(CO)Cc2ccccc2)CC1 (stereo not given)	0.5	0.2	-0.9	0	-12	7	-0.6	-1	-7
Cc1occc1C(=O)N/N=C/c1ccc(OCc2ccccc2)cc1	1.3	-1.6	0.3	-13	7	-4	1.0	4	12
CCOCCCN1C(=O)CN(C2CCCCCC2)C(=O)C1c1ccc(OC)cc1 (stereo not given)	·	1.0	0.0	1	-10	-2	-1.5	10	-4
COc1ccc(C(C#N)N2CCCCC2)cc1OC (stereo not given)	0.2	0.2	-0.7	-5	8	1	-0.2	8	1
NS(=O)(=O)c1ccc(N2C(=O)C3CC=CCC3C2=O)cc1 (stereo not given)	0.6	0.4	-0.2	4	0	-2	0.3	8	2
CCC(C(=O)OCC(=O)N(C)c1c(N)n(Cc2ccccc2)c(=O)[nH]c1=O)c1ccccc1 (stereo not given)	1.4	·	-0.1	·	-13	·	-3.0	8	-3
CN(C)S(=O)(=O)c1cccc(NC(=O)COC(=O)/C=C/c2ccc3c(c2)OCO3)c1	0.4	0.0	0.8	-4	-20	-4	-2.9	4	-5
COc1ccc(CCNC(=O)COC(=O)/C=C/c2cccs2)cc1	2.1	-0.2	-1.3	-2	-1	-4	-0.1	-1	-3
CC1(C)C(c2ccccc2)=NC(c2ccc(F)cc2)N1O (stereo not given)	·	0.5	-1.0	0	1	-4	-1.0	4	2
Cc1ccc(C)c(S(=O)(=O)N2CCN(CC(=O)Nc3sccc3C#N)CC2)c1	-0.9	-0.2	-0.6	-7	2	0	-1.8	-3	-3

Next section, overlapping the part above by 3 compounds.
SMILES	TcdB GH inh	BoNT-A LC inh2	PfHsp40 yeast	BoNT-F LC inh	CCHF vOTU inh	Anthrax LF prot	FadD28 binding	Y pestis TopoI	PrPC surface inh
COc1ccc(CCNC(=O)COC(=O)/C=C/c2cccs2)cc1	2.1	-0.2	-1.3	-2	-1	-4	-0.1	-1	-3
CC1(C)C(c2ccccc2)=NC(c2ccc(F)cc2)N1O (stereo not given)	·	0.5	-1.0	0	1	-4	-1.0	4	2
Cc1ccc(C)c(S(=O)(=O)N2CCN(CC(=O)Nc3sccc3C#N)CC2)c1	-0.9	-0.2	-0.6	-7	2	0	-1.8	-3	-3
CCOc1ccccc1CNC(=O)c1cn(C)c(=O)c2c1c1ccccc1n2C	0.5	-0.1	-0.3	-7	-10	6	-3.1	4	1
CC1CC(C)CN(CCCNC(=O)COc2cc(=O)n(C)c3ccccc23)C1 (stereo not given)	·	-0.8	23	-5	-3	-8	0.1	-9	1
CC(=O)N1CCN(C(=O)c2cccc(NS(=O)(=O)c3ccc(Br)cc3)c2)CC1	-2.5	-0.3	-0.2	-7	1	-7	0.2	-1	-5
CCn1cc(CCC(=O)NC(C)c2ccccc2)c2ccccc21 (stereo not given)	1.5	-1.6	-1.8	-38	-15	1	-0.2	-1	0
OC1(c2ccc(F)cc2)CCNC1 (stereo not given)	·	0.1	-1.5	-1	-6	-1	-1.1	5	-2
O=C(COc1ccc2c3c(c(=O)oc2c1)CCC3)N1CCCC1	0.0	1.1	24	3	-15	2	-2.3	-2	6
O=C(CCN1C(=O)c2ccncc2C1=O)NCc1ccc(Cl)cc1	·	·	-1.0	·	4	·	-1.8	-7	1
CN(C)S(=O)(=O)c1ccc2c(c1)Cc1cc(S(=O)(=O)N(C)C)ccc1-2	0.7	-0.8	-0.7	-35	-15	-5	-1.8	0	-1
COc1ccccc1N(C(=O)CNS(=O)(=O)c1ccccc1)C(C(=O)NCc1ccco1)C(C)C (stereo not given)	·	0.3	-1.6	-2	4	0	0.9	5	0
COc1cc2ncc(S(=O)(=O)c3ccccc3)c(N3CCC4(CC3)OCCO4)c2cc1OC	0.6	-0.4	-1.3	-4	12	0	-5.3	16	0
COC(=O)C1=C(\O)CCCC/C=C\1C(=O)O	0.7	-0.2	0.0	-6	-3	0	-1.1	-1	7
Cc1c(C(=O)OC(C)CCN(C)C)oc2ccccc12 (stereo not given)	·	-1.4	-2.0	-2	-1	0	-2.0	-2	-3
